BoNT-F LC inh: BoNT/F light chain protease inhibitors, primary screen, biochemical, flow cytometry, MLPCN library; Botulinum neurotoxin type F light chain protease (Clostridium botulinum); Multiplex microsphere protease cleavage assay; inhibition, % at 10 µM; 360,000 tested, 0.22% active; AID 588497, 2011; in the data active = inhibition above about 35%, passing the limit was not always enough; inconclusive = no clear call, values can overlap the other calls; note: plate controls were buffer without enzyme for full effect and enzyme alone for no effect
SSB-PriA inh: inhibitors of Klebsiella pneumoniae PriA binding to SSB C-terminal tail, primary screen, biochemical, AlphaScreen; PriA–SSB C-terminal tail interaction (Klebsiella pneumoniae); AlphaScreen SSBct-PriA binding, biotinylated peptide; inhibition, % at 33 µM; 430,000 tested, 0.6% active; in the data active = inhibition mostly above about 37%, no sharp cut-off; inactive = mostly below about 20%;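 note: plate controls were negative control peptide for no effect and reference peptide for full effect; strong numbers were not always called active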
MazF activator: activators of E. coli MazEF toxin-antitoxin RNase, primary screen, biochemical, fluorescence, uHTS. AID 504720, 2011. activation, % at 20 µM. 350,000 tested, 0.32% active. FAM/BHQ RNA-DNA oligo cleavage fluorescence, 5 h; in the data active = activation above about 50%
Target sequence (P0AE70 whole entry, looked up): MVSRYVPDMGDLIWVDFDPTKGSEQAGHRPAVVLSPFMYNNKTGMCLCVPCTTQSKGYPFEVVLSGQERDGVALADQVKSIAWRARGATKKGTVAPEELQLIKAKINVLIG
SARS 3CLpro inh: SARS-CoV 3CLpro protease inhibitors, primary screen, biochemical, quenched FRET; recombinant SARS-CoV 3CLpro, quenched FRET peptide cleavage; inhibition, % at 6 µM; 290,000 tested, 0.14% active; Replicase polyprotein 1ab (Severe acute respiratory syndrome coronavirus), P0C6X7; in the data active = inhibition above about 12%
CCHFV vOTU inh: CCHFV vOTU protease inhibitors, primary screen, biochemical, Pep-AMC substrate, fluorescence | 370,000 tested, 0.55% active | inhibition, % at 11.5 µM | AID 651958, 2012; in the data active = inhibition above about 30%; note: 0% = vehicle wells with enzyme and 100% = no enzyme wells
Anthrax LF prot: Bacillus anthracis LF protease inhibitors, primary screen, biochemical, multiplex microsphere, MLPCN library | inhibition, % at 10 µM | AID 588501, 2011 | 360,000 tested, 0.12% active | multiplex microsphere protease cleavage assay; note: plate controls were buffer without enzyme for full effect and enzyme alone for no effect
PrPC TRFRET: inhibitors of human cell surface prion protein PrPC, primary screen, cell-based, TR-FRET. Major prion protein (Homo sapiens), P04156. TR-FRET read-out. inhibition, % at 13.8 µM. 370,000 tested, 0.43% active; in the data active = inhibition above about 24%; note: 0% = median of the test wells and 100% = reference compound wells
BoNT-A LC inh2: BoNT/A light chain protease inhibitors, primary screen, biochemical, flow cytometry, MLPCN library. Botulinum neurotoxin type A light chain protease (Clostridium botulinum A str. ATCC 3502). multiplex microsphere protease substrate cleavage. inhibition, % at 10 µM. 360,000 tested, 0.17% active; note: plate controls were buffer without enzyme for full effect and enzyme alone for no effect
DUSP3 inh: VHR1 phosphatase inhibitors, primary screen, biochemical, absorbance, uHTS; 290,000 tested, 0.52% active; AID 1654, 2009; recombinant VHR phosphatase, pNPP absorbance; inhibition, % at 13.3 µM; in the data active = inhibition above about 50%; note: some compounds called inactive have numbers as strong as hits
Target sequence (P51452 whole entry, looked up): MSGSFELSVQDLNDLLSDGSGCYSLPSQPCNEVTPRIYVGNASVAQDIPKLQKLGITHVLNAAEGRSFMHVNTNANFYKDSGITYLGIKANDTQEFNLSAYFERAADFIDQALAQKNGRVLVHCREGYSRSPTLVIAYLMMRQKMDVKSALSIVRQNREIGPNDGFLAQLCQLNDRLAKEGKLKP
Rv3671c inh: Rv3671c serine protease inhibitors, primary screen, biochemical, fluorescence polarization, M. tuberculosis H37Rv. inhibition, % at 5.96 µM. P9WHR9. 320,000 tested, 0.048% active; in the data active = inhibition above about 38%;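 note: extracellular domain of Rv3671c used as enzyme; 0% = enzyme with DMSO and 100% = no enzyme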
Target sequence (P9WHR9 whole entry, looked up, the tested form may be a part): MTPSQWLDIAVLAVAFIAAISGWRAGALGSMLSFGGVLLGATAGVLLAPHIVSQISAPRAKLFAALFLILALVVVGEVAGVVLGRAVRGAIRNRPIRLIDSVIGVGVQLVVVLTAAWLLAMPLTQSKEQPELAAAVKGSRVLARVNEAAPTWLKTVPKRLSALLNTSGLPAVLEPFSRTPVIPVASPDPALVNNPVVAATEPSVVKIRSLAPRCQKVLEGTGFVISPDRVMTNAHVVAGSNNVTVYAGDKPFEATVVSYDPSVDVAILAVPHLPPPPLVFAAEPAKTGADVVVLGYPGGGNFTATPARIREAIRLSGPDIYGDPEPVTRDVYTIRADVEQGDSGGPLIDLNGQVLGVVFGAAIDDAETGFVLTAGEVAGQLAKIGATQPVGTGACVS
* marks the source's active call; other numbers are inactive results; ? = inconclusive; . = no result given; & = joins results of further samples. Cut-off read from the data, not from the text of the source, unless noted: active = inhibition above about 30%; inconclusive = no clear call, values can overlap the other calls; inactive = below that. These rows are one share of the data. The share of hits here may be higher or lower than overall.

SMILES	BoNT-F LC inh	SSB-PriA inh	MazF activator	SARS 3CLpro inh	CCHFV vOTU inh	Anthrax LF prot	PrPC TRFRET	BoNT-A LC inh2	DUSP3 inh	Rv3671c inh
COc1ccc(NC(=O)N2c3ccc(OC)cc3C(C)=CC2(C)C)cc1	-6	54*	5	-1	16	-2	-5	0.1	-8	-36
CCC[C@@H]1CCCO[C@@](C(=O)NCCN2CCOCC2)(C(F)(F)F)C1	-22	-19	2	.	6	-5	-1	-0.6	.	9
Cc1sc(NC(=O)c2ccc(Cl)s2)c(C(N)=O)c1C	-2	-11	4	0	17	-10	-9	-0.2	-5	-9
COc1ccc(CNC(=O)COC(=O)[C@H](Cc2ccccc2)NC(=O)c2cccs2)cc1	0	-4	1	.	10	-6	1	-0.3	.	-7
COc1ccc(Oc2ccc(C(F)(F)F)cc2NC(=O)c2ccc(OC)cc2)cc1	0	-6	-10	6	-1	-7	2	-0.7	5	-12
CCc1nc2ccc(C(=O)NCC3CCCCC3)cn2c1N(C)C(=O)c1cccc(OC)c1	4	.	.	.	17	-7	1	-0.4	.	.
COc1cc(C2C3=C(CCCC3=O)OC3=C2C(=O)CCC3)ccc1OCC(=O)Nc1ccccc1	.	-11	-2	-5	-14	.	-1	.	14	6
O=C(NCc1ccc(Cl)c(Cl)c1)c1cc(C2CCCCN2C(=O)c2ccccc2)on1 (centres undefined)	-7	.	.	.	4	2	13	-0.7	.	.
O=C(NCCc1ccccc1)c1ccc(-c2ccc(F)c(F)c2)c2ccoc12	4	.	.	.	-2	3	-6	0.6	.	.
S=C(NCC1CCCO1)N1CCc2ccccc2C1 (centres undefined)	4	-6	1	5	8	-2	2	-1.6	-2	-6
COC(=O)c1[nH]c2ccccc2c1NC(=O)C(C)N1CC(C)OC(C)C1 (centres undefined)	?	-6	5	3	3	6	-2	-3.3	5	1
COc1cccc(CN2CC(C(=O)NC3CCCCCC3)CCC2=O)c1 (centres undefined)	-2	-2	5	1	9	4	2	-0.2	-8	3
CC12CN3CC(C)(CN(C1)C3c1ccc([N+](=O)[O-])o1)C2=O (centres undefined)	0	-18	-4	1	-8	-1	3	-0.2	22	5
CCn1c(SCC(=O)Nc2nc3ccc(OC)cc3s2)nnc1-c1ccoc1C	-12	7	-2	1	10	-1	7	0.0	0	6
O=C(NCCCN1CCOCC1)c1ccc(CS(=O)(=O)c2ccc(Br)cc2)o1	-4	-12	-2	-6	-1	-2	1	-0.2	27	-11

Part of the list above, bar-delimited.
Molecule | BoNT-F LC inh | SSB-PriA inh | MazF activator | SARS 3CLpro inh | CCHFV vOTU inh | Anthrax LF prot | PrPC TRFRET | BoNT-A LC inh2 | DUSP3 inh | Rv3671c inh
COc1ccc(CNC(=O)COC(=O)[C@H](Cc2ccccc2)NC(=O)c2cccs2)cc1 | 0 | -4 | 1 | . | 10 | -6 | 1 | -0.3 | . | -7
COc1ccc(Oc2ccc(C(F)(F)F)cc2NC(=O)c2ccc(OC)cc2)cc1 | 0 | -6 | -10 | 6 | -1 | -7 | 2 | -0.7 | 5 | -12

Further compounds follow:
SMILES	BoNT-F LC inh	SSB-PriA inh	MazF activator	SARS 3CLpro inh	CCHFV vOTU inh	Anthrax LF prot	PrPC TRFRET	BoNT-A LC inh2	DUSP3 inh	Rv3671c inh
COc1ccc(C2=NN(C(=O)c3cccs3)C(c3ccc(OC)cc3)C2)cc1 (centres undefined)	1	0	-7	0	-7	0	-21	-0.4	9	-28
Cc1c(Cl)ccc2sc(NC(=O)c3ccco3)nc12	-3	2&-15&5	17	-2	3	-4	2	-0.8	-2	-4
Cc1cc(-c2ccccc2)nn1-c1nc2c(c(=O)[nH]c(=O)n2C)n1C	-1	-6	0	-7	3	1	10	-0.2	19	7
CCOc1ccc(CCNC(=O)c2ccc3nc(N4CCOCC4)sc3c2)cc1OCC	5	-9	4	3	-3	-5	-12	-0.6	16	-5
COc1cccc(CC(=O)OCC(=O)NNC(=O)c2ccc([N+](=O)[O-])cc2)c1	-3	0	3	-1	17	2	-28	-0.4	22	-2
O=C(O)C1CC=CCC1C(=O)NNc1c(Cl)cc(Cl)cc1Cl (centres undefined)	-6	-6	0	1	-10	3	-1	0.5	22	7
S=C(NCc1ccccc1)NCC1COc2ccccc2O1 (centres undefined)	4	-26	9	3	-5	-2	-3	1.2	8	0
COC(=O)c1sc(S(=O)(=O)N2CCCCC2)c(C(=O)OC)c1C	-1	-7	-1	0	-2	-2	6	2.0	12	3
COC(c1ccccc1)c1nnc(CCC(=O)NC2C3CC4CC(C3)CC2C4)o1 (centres undefined)	-5	-4	7	1	-6	1	-2	-0.2	8	9
N=C1C=CC(=C(c2ccc(N)cc2)c2ccc(N)cc2)C=C1	-78	20	9	.	8	-56	-42	1.5	.	.
CCCCCCCOC(=O)C1=C(C)Nc2ncnn2C1c1cccs1 (centres undefined)	-6	-15	16	-3	-6	-1	-4	-1.0	2	-5
Cc1ccc(S(=O)(=O)NC2(C(F)(F)F)NC(=O)N(Cc3ccccc3)C2=O)cc1 (centres undefined)	9	-10	-3	-4	2	-3	10	2.0	18	-2
COc1ccc(C(=O)OCC(=O)NC(C)CCc2ccccc2)c(OC)c1 (centres undefined)	18	-1	2	-8	-12	-4	4	1.0	.	-14
O=C(NCC(c1ccco1)N1CCc2ccccc2C1)c1ccc(Cl)c([N+](=O)[O-])c1 (centres undefined)	-16	4	1	.	6	-2	-7	-8.1	.	2
CSc1ccc(Cl)c(C(=O)Nc2ccc(C)cn2)c1	-5	-20	-2	2	-2	1	2	-0.3	12	7
CCc1ccc(/C=N/NC(=S)NCCc2ccccc2)cc1	-1	.	-1	4	-5	5	-1	-0.7	10	2
CCN(CC)C(=O)C1=C(C)Nc2nc3ccccc3n2C1c1cccc(OC)c1 (centres undefined)	1	-3	-11	-4	-2	0	1	0.9	24	-3
COc1ccc(OC)c(/C=N/NC(=O)c2cc[n+](Cc3ccccc3)cc2)c1	-16	.	6	-2	12	-1	-4	0.0	10	-8
CC1=CC(=O)O[C@@H]1[C@@]1(C)C[C@H]2OC(=O)C[C@H]3[C@@H](C)C(=O)C(O)=C1[C@@]23CO	-3	-9	4	.	-1	-3	-6	-0.3	.	4
c1ccc(-n2c(SCC3CCCCO3)nnc2-c2cccs2)cc1 (centres undefined)	-7	-3	-11	-4	-4	0	-8	0.9	15	0
CCN(CC)C(=O)CSc1nc2sc3c(c2c(=O)n1CCCOC)CCC3	?	-8	9	-2	-12	10	7	-2.7	12	5
O=C(Cn1c(C(F)(F)F)nc2ccccc21)c1ccc(F)cc1	3	-2	8	-1	3	2	0	-0.2	0	-4
COC(=O)c1cc(CNC(=O)c2ccccc2OCc2c(C)noc2C)ccc1OC	1	3	0	-3	-6	0	8	1.1	10	6
CCOC(=O)N1CCN(C(=O)c2ccc(CS(=O)Cc3ccc(C)cc3)o2)CC1 (centres undefined)	-4	2	3	-5	8	0	-8	-1.0	27	-9
Cc1ccc2c(c1)N(C(=O)CCC(=O)O)CCO2	4	-18	-14	1	-2	4	-2	1.2	-8	3
CCOc1ncccc1C(=O)OCC(=O)NCc1ccc(C(=O)OC)cc1	3	-3	0	.	-3	1	2	2.0	.	-1
CCN(CC)C(=O)Cn1cc(C(=O)C(=O)N2CCN(Cc3ccccc3)CC2)c2ccccc21	5	-8	-7	-6	-13	-1	7	0.7	40	4
COc1cccc(CN(CC(=O)NCC2CCCO2)C(=O)CNS(=O)(=O)c2ccccc2)c1 (centres undefined)	-2	-14	-11	1	-7	-1	-9	-2.5	.	2
O=C(Nc1ccc(Cl)c(Cl)c1)Nc1nnc(CSc2ccccc2)s1	-4	8	-10	1	-11	-2	1	0.1	1	0
Clc1ccc(-c2csc(NNC3=NCCCCC3)n2)cc1	0	35	-9	1	9	-4	0	4.5	30	5
CCCn1c(NCc2ccccn2)nc2ccccc21	-3	9	2	-6	-2	0	5	0.3	22	7
CC(=O)c1c(C)[nH]c(C(=O)OCC(=O)Nc2ccc3[nH]c(=O)[nH]c3c2)c1C	-10	12	-21	.	-8	0	4	0.4	.	0
Cc1ccc(NC(=O)[C@H](NC(=O)[C@@H]2Cc3ccccc3CN2)c2ccccc2)cc1C	-11	-11	-13	-1	12	-3	1	0.8	11	9
O=C(Nc1ccc(F)cc1F)Nc1ccccc1C(=O)NCCN1CCNC1=O	.	-16	4	-3	-11	.	12	.	-15	1
Fc1ccc(CCNCc2cccc(Cl)c2)cc1	-16	-19	-3	5	4	-9	-2	-1.2	13	-5
COc1ccc(/C=N/NC(=O)c2c(-c3ccccc3)noc2C)cc1	-8	.	3	-1	6	-1	0	0.8	-8	7
COc1ccc(NC(=O)c2nc[nH]c2C(=O)N[C@@H](CC(C)C)C(=O)OC(C)(C)C)cc1	-2	-9	3	.	13	0	2	0.4	23	-7
CCC(CC)CN1CCC(CN2CCNC(=O)C2=O)CC1	-1	0	-25	.	-1	-1	-6	-0.8	.	.
Cc1ccc(-n2c(SCC(=O)N/N=C/c3ccc(C)s3)nnc2-c2ccccc2)cc1	-4	.	2	5	3	1	11	-0.4	18	-2
CC(=O)Nc1ccc(S(=O)(=O)N2CCN(c3nc(NC4CCCC4)c4ccccc4n3)CC2)cc1	-2	14	-24	5	2	1	-12	-0.5	24	-31
COc1ccccc1NS(=O)(=O)c1cc(NC(=O)CC(C)(C)C)ccc1N1CCOCC1	-1	-9	-16	1	12	-4	-8	-2.2	20	-11
CC(C)N(CCCNC(=O)Cn1ncc2c([nH]c3ccccc32)c1=O)Cc1ccccc1	-6	7	5	-5	14	-2	-2	-1.3	3	-2
Cc1ccc(C(=O)Nc2nc(-c3ccccn3)cs2)o1	.	18	4	-3	-3	.	6	.	12	7
COc1ccccc1Nc1nc2nonc2nc1N1CCC(C)CC1	8	-1	4	7	-1	1	2	1.0	-2	-16
Cc1ccc(NC2=NCC(=O)N2Cc2ccc3c(c2)OCO3)cc1	-11	1	4	-2	11	-3	8	-0.6	18	-3
CN(C)S(=O)(=O)n1cc(/C=C(\NC(=O)c2ccccc2F)C(=O)N2CCCCC2)c2ccccc21	-3	.	3	.	7	-4	11	0.0	.	.
Cc1cc(C)n2nc(C(=O)OCC(=O)NC3CCCCC3)nc2n1	-6	4	5	.	-10	2	5	1.9	.	1
CCCCN1C(=O)C(=O)N(CC(=O)Nc2ccccc2C(C)=O)C1=O	8	8	5	.	4	4	3	4.1	.	8
NC(=O)NCC12CC3CC(CC(C3)C1)C2	-5	1	0	-3	2	-2	5	-0.5	6	2
CC(=O)Nc1ccc(NC(=O)CSc2nc3ccccc3nc2N2CCCCC2)cc1	3	-8	11	5	4	2	5	1.3	12	-2
COc1cc(NC(=O)c2ccc(S(=O)(=O)N(C)c3ccccc3OC)cc2)cc(OC)c1	-4	1	-7	.	-7	-11	7	0.3	.	-132
COc1ccc(CC(=O)Nc2c(C(N)=O)oc3ccccc23)cc1OC	1	6	4	7	1	-2	-10	0.4	-20	-9
C=C(C)CN(Cc1ccccc1)C(=S)Nc1ccccc1	20	-16	5	-4	-8	9	0	-3.3	1	10

Assay outcomes deposited in PubChem BioAssay by several laboratories.
